TNAP act mid DEA: human TNAP enzyme activators, primary screen, biochemical, luminescent, intermediate phosphate acceptor level | purified TNAP, CDP-star luminescence, 100 mM DEA, 30 min; hits give high values; scale: 0 levamisole-inhibited, 1 vehicle-only enzyme | AID 813, 2007 | activation factor at 20 µM | 64,000 tested, under 10 active;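 active = activation factor of at least 2 at 20 µM, relative to controls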
RORa activator: activators of orphan receptor RORA, primary screen, cell-based, luminescence. hit rate 1.5% among 65,000. Nuclear receptor ROR-alpha (Homo sapiens), P35398. activation, % at 10 µM. CHO-K1 Gal4-RORA LBD luciferase reporter; percent increase over mock-subtracted basal signal;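 active = activation above the mean of all tested compounds plus 3 SD, cut at about 49% in these data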;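 note: 0% = DMSO-treated RORA cells and 100% = added signal equal to DMSO minus mock-transfected cells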
SF-1 act: activators of human SF-1, primary screen, cell-based, CHO-K1, Gal4-SF-1 LBD, luciferase luminescence | CHO-K1 Gal4-SF-1 LBD luciferase reporter; % increase over DMSO SF-1-specific signal | activation, % at 10 µM | hit rate 1.9% among 65,000;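 active = activation above the mean activation of all tested compounds plus 3 SD, cut at about 50% in these data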
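Assay system – CHO-K1 cells with Gal4–hSF-1 LBD chimera plus Gal4-driven luciferase · Quantity – 4,000 cells per well · Times – compound added 1 h post-seeding, 20 h exposure at 37 °C, 5% CO2 · Measured by – luciferase light emission · Benchmarks – DMSO and mock-transfected background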
Hsp90 inh: tumor Hsp90 inhibitors, primary screen, cell lysate, fluorescence polarization, NCI-N417 lysate. Heat shock protein HSP 90-alpha (Homo sapiens), P07900. Cy3B-geldanamycin FP displacement. inhibition, % at 30 µM. hit rate 0.35% among 64,000;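 active = inhibition above 50%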;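 note: 0% = tracer plus lysate wells and 100% = tracer alone without lysate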
Cdc25B inh: inhibitors of Cdc25B phosphatase catalytic domain, primary screen, biochemical, OMFP fluorescence. M-phase inducer phosphatase 2 (Homo sapiens), P30305. recombinant Cdc25B, OMFP fluorescence Ex485/Em525. inhibition, %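 (compounds tested at 10 µM final in the well)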. hit rate 0.1% among 65,000. AID 368, 2006; in the data active = inhibition above about 50%
MKP-1 inh: MKP-1 phosphatase inhibitors, primary screen, biochemical, in vitro; inhibition, %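 (compounds tested at a single concentration somewhere between 10 and 100 µM)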; AID 374, 2006; recombinant MKP-1, OMFP hydrolysis fluorescence; hit rate 0.15% among 65,000; Dual specificity protein phosphatase 1 (Homo sapiens), P28562;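 active = inhibition above about 50%, limit read from the data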;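 note: 0% = DMSO max control wells and 100% = wells with enzyme stopped by NaOH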
FXIIa mix inh: human factor XIIa inhibitors, primary screen, biochemical, pooled compound mixtures, fluorogenic substrate | hit rate 0.2% among 62,000 | Coagulation factor XII (Homo sapiens), P00748 | inhibition, % at 5 µM | purified FXIIa; in the data active = inhibition above about 20%, passing the limit was not always enough;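 note: 0% = enzyme without compound and 100% = no enzyme blank; some results filed as inactive read as strong as hits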
HER2 expr 66K: inhibitors of Her2 protein expression, primary screen, SKBR-3 cells, AlphaScreen, 66K library | Receptor tyrosine-protein kinase erbB-2 (Homo sapiens), P04626 | SKBR-3 HER2 protein level, 18-24 h; hits give low values | HER2 level % of control, % at 10 µM | hit rate 0.69% among 65,000 | AID 645, 2007;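 active = HER2 level under 5% of the carrier-only control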;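 note: 100% = DMSO carrier and 0% = 500 nM PU-H71 HSP90 inhibitor; lower value means stronger loss of Her2 protein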
Target sequence (P04626 whole entry, looked up): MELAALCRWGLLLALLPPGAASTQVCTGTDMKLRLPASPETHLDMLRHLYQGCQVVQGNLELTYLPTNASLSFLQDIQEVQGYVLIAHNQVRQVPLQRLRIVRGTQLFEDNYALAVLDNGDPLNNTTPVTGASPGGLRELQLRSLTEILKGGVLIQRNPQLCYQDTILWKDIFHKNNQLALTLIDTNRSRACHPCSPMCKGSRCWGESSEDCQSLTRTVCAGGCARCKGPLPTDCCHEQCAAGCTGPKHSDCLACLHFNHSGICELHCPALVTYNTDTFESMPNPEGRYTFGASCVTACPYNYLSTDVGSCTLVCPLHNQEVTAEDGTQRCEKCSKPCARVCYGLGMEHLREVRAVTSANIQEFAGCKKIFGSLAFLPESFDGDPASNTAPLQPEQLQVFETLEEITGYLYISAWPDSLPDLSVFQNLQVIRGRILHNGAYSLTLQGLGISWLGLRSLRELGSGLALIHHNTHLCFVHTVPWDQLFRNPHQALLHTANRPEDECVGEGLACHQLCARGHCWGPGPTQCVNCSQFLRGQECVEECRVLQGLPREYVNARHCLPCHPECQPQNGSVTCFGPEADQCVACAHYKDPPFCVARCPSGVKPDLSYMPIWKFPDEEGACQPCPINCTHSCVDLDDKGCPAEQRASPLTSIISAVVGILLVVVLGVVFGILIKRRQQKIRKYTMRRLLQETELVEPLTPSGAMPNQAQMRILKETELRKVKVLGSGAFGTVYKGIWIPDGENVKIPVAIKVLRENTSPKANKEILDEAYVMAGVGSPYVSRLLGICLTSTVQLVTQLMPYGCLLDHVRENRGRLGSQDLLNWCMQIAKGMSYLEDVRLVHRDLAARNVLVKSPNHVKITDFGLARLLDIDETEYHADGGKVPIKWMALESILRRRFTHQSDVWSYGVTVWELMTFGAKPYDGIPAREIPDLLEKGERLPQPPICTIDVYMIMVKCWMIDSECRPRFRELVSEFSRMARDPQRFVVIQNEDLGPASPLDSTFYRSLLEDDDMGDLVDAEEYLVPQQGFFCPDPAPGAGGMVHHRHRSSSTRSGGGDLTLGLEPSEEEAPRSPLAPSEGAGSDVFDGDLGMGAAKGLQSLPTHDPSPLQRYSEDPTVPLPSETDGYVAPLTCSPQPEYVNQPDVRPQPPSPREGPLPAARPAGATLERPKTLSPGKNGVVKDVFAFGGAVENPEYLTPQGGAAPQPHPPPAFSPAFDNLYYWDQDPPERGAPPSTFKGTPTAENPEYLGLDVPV
D1 mod: D1 CRE-luciferase signal change, two-sided – cell-based, HEK293 D1, dopamine EC30, D1 allosteric modulator project, primary screen | AID 641, 2007 | B-score at 10 µM | D(1A) dopamine receptor (Homo sapiens), P21728 | hit rate 5.9% among 58,000 | dopamine EC30 potentiation; actives deviate in either direction;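 active = luminescence count or its row- and column-corrected plate score outside the 99.7% band of the plate's sample wells, on either side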
* = called active by the depositor; nt = no result given.

SMILES	TNAP act mid DEA	RORa activator	SF-1 act	Hsp90 inh	Cdc25B inh	MKP-1 inh	FXIIa mix inh	HER2 expr 66K	D1 mod
COCCNC(=O)Cn1c(=O)n(CCC(=O)NCCc2ccccc2)c(=O)c2ccccc21	1	29	1	-1	-10	-4	3	84	0.34
CC1(O)CC(=O)N(c2ccccc2)O1 (configuration not stated)	1.1	-23	21	1	-1	5	2	62	0.78
CC(C)c1cc(C(=O)NCc2cccnc2)no1	0.9	-12	1	-2	-21	-15	5	82	0.62
CCCCC(c1nnnn1CCOC)N1CCN(C(=O)c2ccco2)CC1 (configuration not stated)	0.9	-16	3	1	-5	4	-12	146	-0.64
CC1CN(C2CCN(S(=O)(=O)c3ccccc3)CC2)CC(C)O1 (configuration not stated)	0.9	-20	-6	-3	12	-13	nt	116	nt
COc1ccc(C2(O)CCN(Cc3nnnn3Cc3ccc(F)cc3)CC2)cc1	0.9	-5	2	1	-9	15	6	101	0.15
COc1cc(C(=O)Nc2ccncc2)cc(OC)c1OC	1	-10	-24	0	-7	-4	3	85	0.25
COc1ccc(-c2nnn(Cc3nn[nH]n3)n2)cc1OC	0.9	-9	-6	-3	-1	-1	-2	84	0.59
Nc1nonc1-c1noc(N2CCCCC2)n1	1	26	54*	1	-9	-25	4	104	-0.93
COc1ccc(CCNC(=O)Cn2c(=O)oc3ccccc32)cc1OC	nt	-7	8	-1	8	6	nt	96	1.5
Cc1nonc1NC(=O)CSc1ccc(-c2ccccc2)nn1	0.9	6	-12	-1	4	-25	-27	104	-0.52
CCOC(=O)C(NC=O)(NC(C)(C)C)C(=O)OCC	0.9	1	11	2	-25	-32	nt	79	nt
Fc1ccccc1-c1nc(NCCCN2CCOCC2)c2ccccc2n1	0.8	-16	-11	-5	22	-8	3	103	-2.1
O=C(C1COc2ccccc2O1)N1CCc2ccccc21 (configuration not stated)	1	30	54*	-4	-8	9	3	183	0.046
COc1cccc(C2CC(c3c(Cl)cccc3Cl)n3nc(N)nc3N2)c1 (configuration not stated)	0.8	-8	8	2	3	12	1	102	0.12

By substructure: the compounds so far containing sulfur.
SMILES	TNAP act mid DEA	RORa activator	SF-1 act	Hsp90 inh	Cdc25B inh	MKP-1 inh	FXIIa mix inh	HER2 expr 66K	D1 mod
CC1CN(C2CCN(S(=O)(=O)c3ccccc3)CC2)CC(C)O1 (configuration not stated)	0.9	-20	-6	-3	12	-13	nt	116	nt
Cc1nonc1NC(=O)CSc1ccc(-c2ccccc2)nn1	0.9	6	-12	-1	4	-25	-27	104	-0.52

New compounds follow:
SMILES	TNAP act mid DEA	RORa activator	SF-1 act	Hsp90 inh	Cdc25B inh	MKP-1 inh	FXIIa mix inh	HER2 expr 66K	D1 mod
Cc1ccc(-c2cn3nc(C)c(C)nc3n2)cc1	0.9	-74	-79	-17	3	-2	4	107	-8.5*
Cn1c(Cn2c(=O)sc3ccccc32)nnc1SCC(=O)Nc1ccc(F)cc1	1	4	-8	0	-19	6	24	106	nt
CCn1c(Cn2nnc(-c3ccccc3)n2)nnc1SCC(=O)Nc1cccc(C(C)=O)c1	0.8	3	-5	-2	4	13	5	54	-0.6
CC(C)CCN1C(=O)c2ccc(C(=O)OCn3nnc4ccccc4c3=O)cc2C1=O	0.9	-10	1	-2	-42	4	nt	145	0.11
CCc1ccccc1NC(=O)CSc1nc2c(c(-c3ccco3)c1C#N)CCCC2	0.9	-17	2	-7	-1	0	2	67	0.6
C=CCC1c2cccc(C(=O)O)c2C(=O)N1c1cccc(C)c1 (configuration not stated)	0.9	-9	-22	-2	1	-1	-7	169	-1.1
COc1ccccc1NC(=O)CN(Cc1ccco1)C(=O)c1cccs1	0.8	-7	-14	-6	1	8	-1	119	1.2
CCOC(=O)N1CCN(C(=O)COc2ccc(Br)cc2)CC1	0.9	-4	0	-3	-3	-2	-1	108	0.23
CCCCC12CN3CC(C)(CN(C1)C31C(=O)N(C)c3ccc(C)cc31)C2=O (configuration not stated)	1	-6	0	-5	-4	21	5	94	-0.34
COc1cccc(N2CCCn3c2nc2c3c(=O)n(CCN3CCOCC3)c(=O)n2C)c1	0.9	-2	6	-1	-4	-33	8	109	-0.021
CCOC(=O)C1CCN(c2ncnc3c2cnn3-c2ccc(OC)cc2)CC1	0.9	-45	-32	0	0	7	nt	92	nt
CCN1CCN(Cc2cc(=O)oc3ccc(Cl)cc23)CC1	0.9	25	-18	-5	-7	0	2	96	-1.4
COc1ccc(OCC(O)CNCc2ccco2)cc1 (configuration not stated)	0.9	-3	1	-2	-12	1	12	106	-0.5
COC(=O)NCc1cc2cc(Cl)ccc2[nH]1	0.9	-13	-5	-3	-5	0	7	111	-0.58
Cc1ccc(S(=O)(=O)n2nc(OC(=O)c3cccs3)cc2N)cc1	0.9	-22	-5	3	3	2	1	150	-0.42
Cc1cccc(-n2nc3c(c2NC(=O)c2ccc(S(=O)(=O)N4CCOCC4)cc2)CSC3)c1C	0.9	5	6	-1	-8	7	0	109	0.42
O=C(c1ccc(Cn2cc(Cl)cn2)o1)N1CCN(Cc2ccc3c(c2)OCO3)CC1	1	12	-8	-2	-19	1	-20	73	-2
CC1(C)NC(=O)N(CN2C(=O)NC(C)(C)C2=O)C1=O	0.9	-5	15	1	-6	-5	5	76	-0.97
C=CCn1c(SCC#N)nc2ccccc2c1=O	0.9	-7	-8	-1	-9	4	0	174	-0.33
Cc1oc2cc3oc(=O)c4c(c3cc2c1C)CCC4	0.9	1	6	-1	-5	13	11	75	-0.83
N#CCCCCN1c2cccc3cccc(c23)S1(=O)=O	0.9	-21	-2	3	-9	9	-22	88	0.0081
COc1cccc(NC(=O)[C@@H]2CCCN2C(=O)C2CCN(S(=O)(=O)c3ccc(C)cc3)CC2)c1	0.9	-14	4	-2	2	-8	-20	47	-0.52
CCOC(=O)c1c(O)c2ccccc2n(-c2ccccc2)c1=O	0.9	-19	-12	0	14	0	2	68	-0.25
c1ccc2c(c1)CNC1(CCCCC1)C2	0.9	-4	0	-1	-18	6	2	110	0.42
CCOc1ccccc1C1C(C(=O)Nc2ccccc2OC)=C(C)Nc2nnnn21 (configuration not stated)	0.9	18	-2	1	0	14	0	73	-0.33
Cn1c(N)c(C(=O)COC(=O)Cc2ccsc2)c(=O)n(C)c1=O	0.9	-1	9	nt	-12	-3	-16	139	0.63
CCn1cc(C2=NOC(C(=O)Nc3ccc4c(c3)OCO4)C2)c(C)n1 (configuration not stated)	1	1	0	9	-6	-3	12	78	6.6*
O=C(COc1ccc(S(=O)(=O)NC2CCCCC2)cc1)NCc1ccccn1	0.9	3	19	-2	2	-3	4	84	nt
COc1ccc(-c2nnc(SCC(=O)N3CCc4ccccc4C3)o2)cc1	0.9	-13	8	-7	7	-1	2	101	2.2
COc1ccc(NC(=O)c2ccccc2Cl)cc1NC(=O)CN1CCOCC1	0.9	16	-17	0	-6	-5	14	119	0.71
N#Cc1ccccc1Cn1c(=O)n(Cc2ccc(C(=O)NCc3ccco3)cc2)c(=O)c2sccc21	0.8	13	10	-2	-11	23	-1	65	16*
CCOC(=O)N1CCN(S(=O)(=O)c2ccc(C(=O)Nc3nc4ccc(F)cc4s3)cc2)CC1	0.9	-14	-4	0	-9	36	2	69	-0.8
CCC(=O)N1CCN=C1SCc1ccc(F)cc1	0.9	8	14	-1	-19	2	11	111	1.7
OCc1nc2ccccc2n1CC(O)Cn1ccc2ccccc21 (configuration not stated)	1	-14	-21	-4	17	6	-2	74	-0.29
CCOC(=O)N1CCN(C(=O)CCCOc2ccccc2)CC1	0.9	38	75*	-5	0	-14	1	73	-0.67
CCOC(=O)C1=C(C)N=c2s/c(=C\c3cccn3C)c(=O)n2C1c1cccc(OC)c1OC (configuration not stated)	0.9	7	0	-2	-11	14	2	73	0.66
CCOc1nc(SCCOc2ccccc2)nc(N(C)C)n1	0.9	-18	-12	-2	1	-4	5	121	0.39
COCCN1CCN(c2c(C)c(C)nc3cc(-c4cccc(OC)c4)nn23)CC1	1	2	7	-1	-10	14	6	84	0.043
O=C(Nc1nnc(-c2ccc(F)cc2)o1)c1ccco1	0.9	11	4	1	4	6	14	57	-0.85
CCOC(=O)COc1ccc(Cl)cc1C1NC(=O)NC(C)=C1C(C)=O (configuration not stated)	0.9	24	5	-4	1	6	8	105	-0.34
Cc1ccc(CCNC(=O)C2CCN(C(=O)c3sccc3-n3cccc3)CC2)cc1	1	27	5	-1	-18	13	-14	92	0.14
CSc1ccccc1C(=O)NC1CC2CCC1C2 (configuration not stated)	0.9	-13	15	-1	-10	-1	4	111	-0.54
O=C(Nc1nnc(-c2ccccc2)o1)NC1CCCCC1	1	8	6	4	2	24	5	101	-0.73
COc1cccc(N2C(=O)C(CC(=O)Nc3ccc(F)cc3)N(C3CCCCC3)C2=O)c1 (configuration not stated)	0.9	-2	-4	-1	-7	18	-14	nt	-0.0043
CC1CC(=O)c2cnc(NCC3CCCO3)nc2C1 (configuration not stated)	0.9	-1	5	-1	0	-5	9	164	0.61
COc1ccc(S(=O)(=O)Nc2ccc(F)c(F)c2)cc1Cl	0.9	-18	-11	-3	6	-5	-52	88	-0.071
COc1ccc(-c2nc3cnccn3c2Nc2ccc3c(c2)OCO3)cc1	0.9	17	28	4	-9	24	5	74	4
O=C(Nc1ccc2c(c1)OCO2)C1CCN(c2ccc(S(=O)(=O)N3CCOCC3)cc2)CC1	1	8	7	nt	-5	-6	16	56	-0.16
O=C(O)C1C2C=CC3(O2)C1C(=O)N1c2ccccc2COC13 (configuration not stated)	1	-18	-6	10	-5	-19	1	87	0.54
O=C(c1cccc(S(=O)(=O)N2CCOCC2)c1)N1CCCc2ccccc21	0.9	-16	7	-1	1	-5	5	90	-0.7
Cc1ccc(Nc2nc(N)nc(CN3CCN(Cc4ccc5c(c4)OCO5)CC3)n2)cc1	0.9	10	-7	7	-7	8	2	105	-1.7
CC(C)C1N(S(=O)(=O)c2ccccc2)CCN1S(=O)(=O)c1ccccc1	0.8	14	-11	0	6	1	8	85	-0.18
Nc1ccccc1-c1nnc(SCc2ccccc2F)[nH]c1=O	0.9	-3	0	-4	-18	4	0	86	nt
O=C1CCC(=O)N1c1ccccc1-c1ccccc1	1	11	-1	-1	-9	-1	-15	78	0.84
COc1ccc2nc(SCC(=O)Nc3ccc(S(=O)(=O)Nc4onc(C)c4C)cc3)[nH]c2c1	nt	8	-10	-3	-5	11	nt	102	-0.74
Cc1n[nH]c(C)c1S(=O)(=O)N1CCOCC1	0.8	-8	-19	-1	-13	10	1	81	-0.97
S=P(c1ccc(N2CCOCC2)cc1N1CCOCC1)(N1CCOCC1)N1CCOCC1	1	-19	-4	-2	-13	22	3	92	nt
FC(F)Oc1ccc(-c2csc(Cc3nnc4n3CCCCC4)n2)cc1	1	-13	-1	0	4	1	-17	85	2.8

This is a random part of the collection; any-hit rate near 8.9%.
